Screening results as filed in PubChem BioAssay.
12-hLO inh: blocks human 12-lipoxygenase activity; purified 12-hLO, xylenol orange hydroperoxide absorbance; Potency, µM (top dose mostly 57.1 µM), without a hit: at the top dose activity change, negative = inhibition, usual class: inhibitors; hit rate 0.12% among 150,000; active = well fitted inhibition curve with a large enough effect; inconclusive = small, poorly fitted or top-dose-only effect; note: nearly all actives have a fitted effect of over 55% in size; many of its hits are not listed in these tables
Target sequence (P18054 whole entry, looked up): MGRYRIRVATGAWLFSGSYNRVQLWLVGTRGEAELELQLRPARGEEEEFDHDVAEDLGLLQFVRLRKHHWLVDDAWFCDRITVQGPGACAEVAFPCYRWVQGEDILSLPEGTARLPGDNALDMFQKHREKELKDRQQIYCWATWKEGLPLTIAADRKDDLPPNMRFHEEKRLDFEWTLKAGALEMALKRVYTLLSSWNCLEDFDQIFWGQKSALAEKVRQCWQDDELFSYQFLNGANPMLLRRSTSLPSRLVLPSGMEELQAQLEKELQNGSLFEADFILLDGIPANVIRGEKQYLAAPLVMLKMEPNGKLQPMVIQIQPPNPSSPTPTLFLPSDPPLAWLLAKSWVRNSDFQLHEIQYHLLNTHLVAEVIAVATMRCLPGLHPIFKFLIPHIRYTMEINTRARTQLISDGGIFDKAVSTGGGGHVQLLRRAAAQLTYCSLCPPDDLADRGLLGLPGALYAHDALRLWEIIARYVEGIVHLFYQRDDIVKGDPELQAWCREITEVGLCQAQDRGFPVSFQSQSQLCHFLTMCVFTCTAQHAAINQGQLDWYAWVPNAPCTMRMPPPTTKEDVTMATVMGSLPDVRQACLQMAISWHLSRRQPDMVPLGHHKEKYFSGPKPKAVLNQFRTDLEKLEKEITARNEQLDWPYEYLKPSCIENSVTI
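Hydroperoxide output read as Fe(III)-xylenol orange absorbance, 573-to-405 nm ratio, after 30 min reaction with 40 uM arachidonic acid. Enzyme: 150 nM purified human 12hLO, 15 min compound preincubation; 25 mM Hepes pH 7.0, room temperature.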
An asterisk follows results filed as active; ? = inconclusive; & = joins results of further samples; [ ] = dose if it differs, or a comment. % is set by controls: 0 for no effect and ±100 for the full control effect; potency is the fitted concentration of half-maximal effect. These rows are one share of the data; count on the stated rates, not on these rows.

entry	structure	12-hLO inh
1	CC(C)N(CCNC(=O)c1ccc(-n2c(=O)c(=O)[nH]c3ccccc32)cc1)C(C)C	-2%
2	COC(=O)C1=C(C)N(Cc2ccccc2)C(=O)N[C@H]1c1cccs1	1%[11.4 µM]
3	CCCCC/C=C\C[C@@H]1O[C@H]1C(O)/C=C\C/C=C\CCCC(=O)O (stereo partly drawn)	0%
4	COC(=O)C1=C(C(=O)OC)[C@@H]2N(Cc3ccccc3)c3ccccc3[C@@]23C[C@@H](C(=O)OC)N(C(=O)COCc2ccccc2)C3=N1	2%[11.4 µM]
5	C=CC1=C2C=C(C3CC3)N(CCOC)C=C2C(=O)C(C)(OC(=O)c2ccco2)C1=O (stereo not drawn)	0%[11.4 µM]
6	COC(=O)CCCC1=CC2=CC(=O)C(C)(OC(=O)c3cccs3)C(=O)C2=CN1Cc1ccco1 (stereo not drawn)	-4%[11.4 µM]
7	CC(C)(C)OC(=O)NCCCCC1=CC2=CC(=O)C(C)(OC(=O)c3cccs3)C(=O)C2=CO1 (stereo not drawn)	-3%
8	CC/C=C\C[C@H](O)/C=C/C=C\C/C=C\C/C=C\CCCC(=O)O	5%
9	COC(=O)CCCC1=CC2=C(c3ccccc3)C(=O)C(C)(OC(=O)C3CCCC3)C(=O)C2=CN1C1CCCC1 (stereo not drawn)	1%[11.4 µM]
10	COC(=O)NC1C=CCCC1C(C)=O (stereo not drawn)	1%
11	CCCCCCCCCCCCC/C=C/[C@@H](O)[C@@H](N)CO	0%
12	C=C(C)C(=O)/C=C/c1ccc(C(F)(F)F)cc1	2%
13	COC(=O)C1=C(C(=O)OC)[C@@H]2N(C)c3ccccc3[C@@]23C[C@@H](C(=O)OC)N(C(=O)c2cccs2)C3=N1	3%[11.4 µM]
14	NCCC[C@@H](CC(=O)N[C@@H]1CCNC[C@H]1C(=O)N[C@H](CC(=O)N[C@@H](CCC(=O)O)CC(=O)O)Cc1ccccc1)NC(=O)C[C@H](CO)NC(=O)[C@@H]1CNCC[C@H]1N	0%
15	CCCCC1=CC2=CC(=O)C(C)(OC(=O)c3ccco3)C(=O)C2=CO1 (stereo not drawn)	-3%
16	CCCCC1=CC2=CC(=O)C(C)(O)C(=O)C2=CO1 (stereo not drawn)	10%
17	COC(=O)C1=C(C(=O)OC)[C@@H]2N(C)c3ccc(OC)cc3[C@@]23C[C@@H](C(=O)OC)N(S(=O)(=O)c2ccc([N+](=O)[O-])cc2)C3=N1	-3%[11.4 µM]
18	CC1(OC(=O)C2CCCC2)C(=O)C=C2C=C(c3ccsc3)N(c3ccc(CO)cc3)C=C2C1=O (stereo not drawn)	0%[11.4 µM]
19	CC(C)C[C@@H](CC(=O)N[C@@H](CCC(=O)O)CC(=O)O)NC(=O)[C@@H]1CNCC[C@H]1NC(=O)C[C@@H](NC(=O)C[C@H](Cc1c[nH]c2ccccc12)NC(=O)[C@@H]1CCCC[C@H]1N)C(C)C	0%
20	COc1ccc(NC2=CC(c3ccccc3)N(c3ccc(OC)cc3)C2=O)cc1 (stereo not drawn)	-1%
21	C=CC1=C2C=C(C3CC3)N(C3CC3)C=C2C(=O)C(C)(OC(=O)c2ccco2)C1=O (stereo not drawn)	1%[11.4 µM]
22	COc1ccc(-c2nc(-c3ccccc3)oc2Nc2ccccc2C)cc1	4%&-4%
23	CC(C)[C@@H](CC(=O)N[C@@H]1CCNC[C@H]1C(=O)N[C@H](CC(=O)N[C@@H](CCC(=O)O)CC(=O)O)Cc1c[nH]c2ccccc12)NC(=O)C[C@H](Cc1ccccc1)NC(=O)[C@@H]1CNCC[C@H]1N	0%
24	c1ccc(-c2nc(-c3cccc4ccccc34)c(NC3CCCCC3)o2)cc1	5%
25	CCCCS(=O)(=O)N1CCc2nc(COc3ccccc3)c3c(c2C1)CO[C@@H](C)C3	-3%[11.4 µM]
26	COC(=O)C1=C(C(=O)OC)[C@@H]2Nc3ccccc3[C@@]23C[C@@H](C(=O)OC)N(S(=O)(=O)c2ccc(OC)cc2)C3=N1	-3%[11.4 µM]
27	O=C(c1ccc(-n2c(=O)c(=O)[nH]c3ccccc32)cc1)N1CCCN(Cc2ccccc2)CC1	0%
28	CCN(CC)CCCN1C=C2C(=O)C(C)(OC(=O)CCC(=O)OC)C(=O)C(Br)=C2C=C1c1ccc(OC)cc1 (stereo not drawn)	-1%[11.4 µM]
29	CCCCC1=CC2=CC(=O)C(C)(OC(=O)CC)C(=O)C2=CN1Cc1ccccc1 (stereo not drawn)	-1%[11.4 µM]
30	COC(=O)CCC(=O)OC1(C)C(=O)C2=CN(CC3CC3)C(c3ccc(OC)cc3)=CC2=C(Br)C1=O (stereo not drawn)	-1%[11.4 µM]
31	Cc1cccn2c(=O)c3cc(C#N)c(=NC(=O)c4ccccc4)n(Cc4ccco4)c3nc12	-15%
32	CCOC(=O)CN1C(=O)N[C@@H](c2cccc(C(F)(F)F)c2)C(C(C)=O)=C1C	-1%[11.4 µM]
33	COC(=O)C1=C(C(=O)OC)[C@@H]2Nc3ccccc3[C@@]23C[C@@H](C(=O)OC)N(S(=O)(=O)c2ccc(C#N)cc2)C3=N1	0%[11.4 µM]
34	CCCCC1=CC2=C(c3ccco3)C(=O)C(C)(OC(=O)c3ccc(OC)cc3)C(=O)C2=CN1Cc1ccc(OC)cc1 (stereo not drawn)	-4%[11.4 µM]
35	NCCC[C@@H](CC(=O)N[C@@H]1CCCC[C@H]1C(=O)N[C@H](CC(=O)N[C@@H](CCC(=O)O)CC(=O)O)Cc1c[nH]c2ccccc12)NC(=O)C[C@H](Cc1ccccc1)NC(=O)[C@@H]1CCCC[C@H]1N	1%
36	CCOC(=O)CN1C(=O)N[C@@H](c2ccccc2)[C@H](C(C)=O)[C@H]1C	2%[11.4 µM]
37	CCCCC/C=C\C/C=C\C/C=C\C/C=C\CCCCCC(=O)NCCc1ccc(O)c(O)c1	?
38	NCCC[C@@H](CC(=O)N[C@@H]1CCNC[C@H]1C(=O)N[C@H](CC(=O)N[C@@H](CCC(=O)O)CC(=O)O)Cc1c[nH]c2ccccc12)NC(=O)C[C@H](CO)NC(=O)[C@@H]1CCCC[C@H]1N	1%
39	CC(C)[C@@H](CC(=O)N[C@@H]1CCNC[C@H]1C(=O)N[C@H](CC(=O)N[C@@H](CCC(=O)O)CC(=O)O)Cc1ccccc1)NC(=O)C[C@H](CO)NC(=O)[C@@H]1CNCC[C@H]1N	3%
40	CC(C)[C@@H](CC(=O)N[C@@H]1CCNC[C@H]1C(=O)N[C@H](CC(=O)N[C@@H](CCC(=O)O)CC(=O)O)Cc1c[nH]c2ccccc12)NC(=O)C[C@H](Cc1c[nH]c2ccccc12)NC(=O)[C@@H]1CNCC[C@H]1N	0%
41	CC#CCN1c2ccccc2[C@]23C[C@@H](C(=O)OC)N(C(=O)CC(C)C)C2=NC(C(=O)OC)=C(C(=O)OC)[C@H]13	2%[11.4 µM]
42	CCCCC/C=C\C/C=C\C/C=C\CCCCCCC(=O)O[C@H](COCCCCCCCCCCCCCCCC)COP(=O)([O-])OCC[N+](C)(C)C	-1%
43	CCN1C(=O)N[C@@H](CCc2ccccc2)[C@H](C(C)=O)[C@H]1C	2%[11.4 µM]
44	CCOC(=O)N1C2=NC(C(=O)OC)=C(C(=O)OC)[C@@H]3Nc4ccccc4[C@]23C[C@H]1C(=O)OC	3%[11.4 µM]
45	CCCCCCCCCCCCCCC(F)C(=O)O (stereo not drawn)	3%
46	COC(=O)C1=C(C(=O)OC)[C@@H]2N(Cc3ccccc3)c3ccccc3[C@@]23C[C@@H](C(=O)OC)N(S(=O)(=O)c2ccc(OC)cc2)C3=N1	-2%[11.4 µM]
47	Cn1c(O)c(N=N/C(=N/c2ccccn2)c2ccccn2)c2cc(Br)ccc21	-11%
48	CCN1C(=O)N[C@@H](CCc2ccccc2)[C@@H](C(=O)OC)[C@H]1C	1%[11.4 µM]
49	CC(C)C[C@@H](CC(=O)N[C@H](CC(=O)N[C@@H]1CCNC[C@H]1C(=O)N[C@H](CC(=O)N[C@@H](CCC(=O)O)CC(=O)O)CC(C)C)C(C)C)NC(=O)[C@@H]1CCCC[C@H]1N	1%
50	COc1cc(/C=N/NC(=O)c2cc(-c3ccccc3)n[nH]2)cc(OC)c1OC	-5%
51	COC(=O)C(C(=O)OC)[C@@H]1c2ccccc2[C@H]2C(=C[C@@H](C)[C@H]3C(=O)N(c4ccccc4)C(=O)[C@H]32)N1C(=O)OC	-5%[11.4 µM]
52	CCN1C(=O)N[C@H](c2ccccc2)C(C(C)=O)=C1C	1%[11.4 µM]
53	COC(=O)C1=C(C(=O)OC)[C@@H]2N(C)c3ccc(OC)cc3[C@@]23C[C@@H](C(=O)OC)N(S(=O)(=O)c2ccc(C(F)(F)F)cc2)C3=N1	-10%[11.4 µM]
54	CCCCc1cc2c(cn1)=C(OC(=O)c1ccc(Cl)nc1)C(C)(OC(=O)CC)C(=O)C=2 (stereo not drawn)	-2%[11.4 µM]
55	COC/C=C/C1=CC2=CC(=O)C(C)(OC(=O)c3cnc4ccccc4n3)C(=O)C2=CN1CC(C)C (stereo not drawn)	-5%[11.4 µM]
56	COC(=O)CCC(=O)OC1(C)C(=O)C2=CN(c3ccc(OC)cc3)C(c3ccc(OC)cc3)=CC2=C(Br)C1=O (stereo not drawn)	-5%[11.4 µM]
57	CC(=O)[C@@H]1[C@@H](C)N(Cc2ccccc2)C(=O)N[C@H]1c1ccccc1	-1%[11.4 µM]
58	COC(=O)C1(C(=O)OC)Cc2conc2[C@H]1c1ccccc1	4%
59	COc1ccc(-c2cc(C(=O)N/N=C\c3cc(OC)c(OC)c(OC)c3)[nH]n2)cc1	2%
60	COC(=O)N1C(C2CC2)=Cc2ccccc2C1CC(C)=O (stereo not drawn)	2%[11.4 µM]

(cont.)
entry	structure	12-hLO inh
61	CC1CCN(c2nc3ccccc3nc2C(C#N)S(=O)(=O)c2ccccc2)CC1 (stereo not drawn)	0%
62	Cc1[nH]c(C(=O)N2CCCCC2)c(C)c1C(=O)NC1CCCCC1	1%
63	CC(C)C[C@@H](CC(=O)N[C@H](CC(=O)N[C@@H]1CCNC[C@H]1C(=O)N[C@H](CC(=O)N[C@@H](CCC(=O)O)CC(=O)O)Cc1c[nH]c2ccccc12)C(C)C)NC(=O)[C@@H]1CNCC[C@H]1N	-2%
64	CCCCc1cc2c(cn1)=C(OC(=O)CCC(=O)OC)C(C)(OC(=O)CC)C(=O)C=2 (stereo not drawn)	2%[11.4 µM]
65	CCCCc1nc2c(c3c1C[C@H](C)OC3)CN(C(=O)Nc1cccc(C#N)c1)CC2	2%[11.4 µM]
66	CC(C)(C)OC(=O)NCCCC1=CC2=CC(=O)C(C)(OC(=O)c3cnc4ccccc4n3)C(=O)C2=CO1 (stereo not drawn)	-5%
67	CC(Nc1oc(-c2ccccc2)nc1-c1ccccc1)c1ccccc1 (stereo not drawn)	6%&-1%
68	C[C@@H](O)CCC[C@H](O)/C=C/[C@H]1[C@H](O)CC(=O)[C@@H]1C/C=C\CCCC(=O)O	0%
69	CCCCc1nc2c(c3c1C[C@H](C)OC3)CN(C(=O)c1cc(I)ccc1F)CC2	0%[11.4 µM]
70	N[C@H](Cc1c[nH]c2ccccc12)C(=O)O	-3%
71	COC(=O)C(C(=O)OC)[C@@H](NC(=O)OCc1ccccc1)c1ccccc1	2%
72	COc1ccc(C2=CC3=CC(=O)C(C)(O)C(=O)C3=CO2)cc1 (stereo not drawn)	-3%
73	COc1ccc(-c2nc3c(c4c2C[C@H](c2ccccc2)OC4)CN(S(=O)(=O)c2c(C)noc2C)CC3)c(C)c1	1%[11.4 µM]
74	CCCCC1=CC2=C(c3ccco3)C(=O)C(C)(OC(=O)c3ccc(OC)cc3)C(=O)C2=CN1CCCOC(C)C (stereo not drawn)	-11%[11.4 µM]
75	CCCCS(=O)(=O)N1C2=NC(C(=O)OC)=C(C(=O)OC)[C@@H]3N(Cc4ccccc4)c4ccccc4[C@]23C[C@H]1C(=O)OC	3%[11.4 µM]
76	CCN(CC)CCCN1C=C2C(=O)C(C)(OC(=O)C3CCCC3)C(=O)C=C2C=C1c1ccsc1 (stereo not drawn)	-5%[11.4 µM]
77	COc1ccc(-c2nc3c(c4c2C[C@H](c2ccccc2)OC4)CN(S(=O)(=O)c2ccc(Cl)c4nonc24)CC3)c(C)c1	-7%[11.4 µM]
78	COc1ccc(NC(=O)N2CCc3nc(-c4ccccc4)c4c(c3C2)CO[C@@H](C)C4)cc1	2%[11.4 µM]

Six consecutive compounds already listed, quoted:
entry	structure	12-hLO inh
41	CC#CCN1c2ccccc2[C@]23C[C@@H](C(=O)OC)N(C(=O)CC(C)C)C2=NC(C(=O)OC)=C(C(=O)OC)[C@H]13	2%[11.4 µM]
42	CCCCC/C=C\C/C=C\C/C=C\CCCCCCC(=O)O[C@H](COCCCCCCCCCCCCCCCC)COP(=O)([O-])OCC[N+](C)(C)C	-1%
43	CCN1C(=O)N[C@@H](CCc2ccccc2)[C@H](C(C)=O)[C@H]1C	2%[11.4 µM]
44	CCOC(=O)N1C2=NC(C(=O)OC)=C(C(=O)OC)[C@@H]3Nc4ccccc4[C@]23C[C@H]1C(=O)OC	3%[11.4 µM]
45	CCCCCCCCCCCCCCC(F)C(=O)O (stereo not drawn)	3%
46	COC(=O)C1=C(C(=O)OC)[C@@H]2N(Cc3ccccc3)c3ccccc3[C@@]23C[C@@H](C(=O)OC)N(S(=O)(=O)c2ccc(OC)cc2)C3=N1	-2%[11.4 µM]

Results in sequence from above.
Entries 69 to 78 in 12-hLO inh, in turn: 0%[11.4 µM], -3%, 2%, -3%, 1%[11.4 µM], -11%[11.4 µM], 3%[11.4 µM], -5%[11.4 µM], -7%[11.4 µM], 2%[11.4 µM]
